# Compound activity from PubChem.
# OXTR agonist: human OXTR agonism; P30559; AID 2435; CHO-OTR cells, Fluo-8 calcium fluorescence; normalized: DMSO 0%, oxytocin 100%; hit rate 0.32% among 320,000; activation, % at 3 µM;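 active = activation above the mean of all tested compounds plus 3 SD, cutoff set per screening run, cut at about 20% in these data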;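 also: peak over basal fluorescence ratio from a 100 s FLIPR kinetic read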
# Target sequence (P30559 whole entry, looked up): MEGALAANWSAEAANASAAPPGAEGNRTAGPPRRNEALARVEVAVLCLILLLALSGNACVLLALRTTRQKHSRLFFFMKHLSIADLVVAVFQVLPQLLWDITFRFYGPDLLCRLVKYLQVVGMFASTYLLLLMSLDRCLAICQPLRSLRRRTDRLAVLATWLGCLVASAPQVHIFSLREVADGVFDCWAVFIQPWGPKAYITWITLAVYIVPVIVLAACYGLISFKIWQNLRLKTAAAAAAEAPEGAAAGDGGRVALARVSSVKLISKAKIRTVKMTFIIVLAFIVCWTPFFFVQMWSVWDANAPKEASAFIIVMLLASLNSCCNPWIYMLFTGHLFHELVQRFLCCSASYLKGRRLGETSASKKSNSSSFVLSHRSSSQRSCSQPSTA
# NS3 helicase inh: blocks Hepatitis C virus NS3 helicase unwinding; NS3 helicase DNA unwinding, Cy5 molecular beacon fluorescence; inhibition, % at 10.9 µM; hit rate 0.56% among 290,000; AID 1800;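 active = inhibition above the mean of all tested compounds plus 3 SD, set per campaign, cut at about 35% in these data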;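 also: 0% = DMSO wells and 100% = thioflavine S control wells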
#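 Measured by: Cy5 fluorescence, 0 and 60 min reads / Assay system: NS3 helicase fragment of HCV / Control set: low DMSO, high thioflavine S at 110 µM / Times: 1 h reaction at 25 °C, ATP-initiated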
# DNA FID counter: displaces DNA intercalator in HCV helicase counter-screen. inhibition, % at 7.9 µM. hit rate 0.17% among 290,000. DNA fluorescent intercalator displacement, fluorescence; in the data active = inhibition above about 37%;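 also: 0% = vehicle and 100% = reference compound; higher means more ethidium bromide displaced from hairpin DNA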
# VIM-2 inhibitor: blocks Pseudomonas aeruginosa VIM-2 metallo-beta-lactamase; inhibition, % at 5.6 µM; purified VIM-2, nitrocefin hydrolysis, epi-absorbance fluorescence; hit rate 0.89% among 290,000;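 active = inhibition above the mean of all tested compounds plus 3 SD, cutoff set per screening run, cut at about 7.5% in these data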;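 also: red hydrolysis product quenches plate fluorescence so inhibitors raise well fluorescence; 0% = enzyme with DMSO and 100% = DMSO without enzyme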
# GalR3 antag: blocks the human galanin receptor 3; inhibition, % at 3 µM; hit rate 0.44% among 360,000; HEK293 GalR3-CNG cAMP membrane potential fluorescence; galR3 body fused to GalR1 C-terminus; O60755;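 active = inhibition above the screen-wide average plus 3 SD, cut at about 13% in these data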;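 also: forskolin and galanin both at EC90 stimulate the cells; cAMP rise reported by CNG channel membrane potential dye signal; 0% = forskolin plus galanin with DMSO and 100% = forskolin alone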
# PHOSPHO1 inh: PHOSPHO1 (human) inhibition. Q8TCT1. recombinant PHOSPHO1, absorbance phosphatase assay. inhibition, % at 13.3 µM. hit rate 1.1% among 290,000. AID 1565; in the data active = inhibition above about 60%
# GPR7 antag: antagonists of human GPR7 (neuropeptides B/W receptor 1). inhibition, % at 4.4 µM. hit rate 1.1% among 290,000. AID 1861. P48145. GPR7-expressing cells, fluorescence antagonist assay; in the data active = inhibition above about 16%, passing the limit was not always enough;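 also: cells stimulated with the agonist NPW; 0% = agonist with vehicle and 100% = vehicle without agonist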
# V1aR counter: activates human V1a receptor in oxytocin agonist counter-screen | activation, % at 3 µM | hit rate 0.25% among 320,000 | CHO-V1R cells, Fluo-8 calcium fluorescence, agonist mode; 0% DMSO, 100% 3 nM vasopressin | AID 2797;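 active = activation above the mean activation of all tested compounds plus 3 SD, per screening run, cut at about 20% in these data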;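 also: signal is peak over basal fluorescence ratio across a 100 second FLIPR read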
# Target sequence (P37288 whole entry, looked up): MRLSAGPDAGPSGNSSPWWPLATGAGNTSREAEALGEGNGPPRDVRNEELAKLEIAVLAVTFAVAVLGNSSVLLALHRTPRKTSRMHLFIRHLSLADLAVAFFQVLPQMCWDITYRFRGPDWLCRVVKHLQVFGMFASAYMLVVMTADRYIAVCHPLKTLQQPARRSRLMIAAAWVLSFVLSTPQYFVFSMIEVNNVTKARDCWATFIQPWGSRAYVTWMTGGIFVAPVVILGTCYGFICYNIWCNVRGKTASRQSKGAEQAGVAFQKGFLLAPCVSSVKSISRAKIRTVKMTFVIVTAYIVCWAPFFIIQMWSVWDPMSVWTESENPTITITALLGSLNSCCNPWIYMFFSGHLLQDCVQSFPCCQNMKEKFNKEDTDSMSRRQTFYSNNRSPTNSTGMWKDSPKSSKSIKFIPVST
# IMP-1 inhibitor: blocks Pseudomonas aeruginosa IMP-1 metallo-beta-lactamase | purified IMP-1, nitrocefin hydrolysis, epi-absorbance fluorescence | inhibition, % at 5.6 µM | hit rate 0.45% among 290,000;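 active = inhibition above the mean plus 3 SD of all compounds in the same screening run, cut at about 4.5% in these data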;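 also: 0% = IMP-1 with DMSO and 100% = DMSO wells lacking enzyme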
#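 System – purified recombinant IMP-1 beta-lactamase · Input – IMP-1 dispensed at 0.2 nM · Timing – 15 min preincubation plus 25 min reaction at 25 °C · Signal – Epi-absorbance fluorescence, 480 nm excitation, 530 nm emission · Measure – percent IMP-1 inhibition derived from blank-referenced optical density · Controls – Enzyme-plus-DMSO low control, enzyme-free DMSO high control · Replication – singlicate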
# * hit, by the source's call; / = not tested or not shown.
SMILES,OXTR agonist,NS3 helicase inh,DNA FID counter,VIM-2 inhibitor,GalR3 antag,PHOSPHO1 inh,GPR7 antag,V1aR counter,IMP-1 inhibitor
Cc1ccc(S(=O)(=O)N(C)/N=C/c2ccc(N(C)C)cc2)cc1,-0.9,-21,-10,-0.7,-9,18,-7,0.8,-1.0
CC(=O)c1sc2nc(-c3ccccc3)cc(C)c2c1N,-2.8,4,-1,2.1,-8,24,-11,-0.5,-0.7
O=C(N/N=C/c1cccn1-c1cccc(C(=O)O)c1)Nc1ccccc1,-0.1,26,-37,1.8,-7,7,-2,-0.5,-1.7
COc1ccc(N2C(=O)CSC23C(=O)N2CCCc4cccc3c42)cc1 (stereo unspecified),-0.3,4,-26,-2.5,-3,12,1,-0.3,-3.8
CN1CCN(Cc2c(O)ccc3c2oc(=O)c2ccccc23)CC1,-0.5,-4,12,12*,-1,-10,-8,7.2,-0.8
CCOc1cc2[nH]c(=O)n(Cc3ccccc3)c(=O)c2cc1OCC,1.7,4,-4,-3.2,-2,-1,-6,0.4,-1.4
COC(=S)Nc1cccc(C(F)(F)F)c1,-2.5,1,0,-3.0,-4,25,-11,-1.3,0.8
Cc1ccc(S(=O)(=O)ON=C2CCN(S(=O)(=O)c3ccccc3)CC2)cc1,2.5,-1,0,0.3,-4,20,-14,4.2,-1.9
CC(=O)N1CCN(S(=O)(=O)c2cccc(C(=O)Nc3ccc(F)c(F)c3)c2)CC1,2.0,-10,-6,-0.9,-7,49,-12,2.5,-1.2
COc1ccc(S(=O)(=O)n2nc(OC(=O)c3cccs3)cc2NC(=O)c2cccs2)cc1,-0.5,23,-27,74*,-7,14,-11,1.2,-1.1
O=C(NCC(=O)N(c1ccccc1)C(C(=O)NC1CCCC1)c1ccncc1)c1ccco1 (stereo unspecified),-0.6,-3,-10,-3.8,0,/,-11,-1.0,1.4
CC1CC(C)(C)NC(=S)S1 (stereo unspecified),0.2,4,0,2.8,-1,47,0,1.1,-1.3
O=C(O)/C=C\C(=O)NCc1ccccc1,0.7,-4,1,-1.6,-4,-1,-6,0.4,-1.8
O=C1C2CC(O)CN2C(=O)N1c1ccccc1 (stereo unspecified),-0.1,3,5,-4.3,9,8,-2,0.7,-2.7
COc1ccc(CCNC(=O)C2CCCN(c3ncccn3)C2)cc1 (stereo unspecified),0.0,10,-6,-3.5,-6,21,-2,-0.5,-2.0
CC1CC1C(=O)Nc1nc(-c2ccccn2)cs1 (stereo unspecified),-0.3,0,-9,-0.9,-2,78*,8,0.1,-2.4
O=C(c1ccco1)N1CCCC(c2nc3c(nnn3Cc3cccc(Cl)c3)c(=O)[nH]2)C1 (stereo unspecified),0.5,-2,-41,-3.0,-6,12,-13,4.2,-4.2
Cc1ccc2c(c1)CC(C)N2S(=O)(=O)c1nnc(NC(=O)CC(C)C)s1 (stereo unspecified),0.4,3,-18,-3.1,-4,-4,-15,2.6,-3.4
Cc1cc(C)c(S(=O)(=O)N(C)CC(=O)NCc2ccncc2)c(C)c1,0.9,-5,-5,1.1,2,-17,27*,2.0,-0.4
S=C1NCN(C2CCCCC2)CN1CCc1ccccc1,-2.2,2,-15,-2.1,3,16,-10,14,-2.6
S=C(N/N=C/c1ccc2ncccc2c1)Nc1ccccc1,0.1,-1,-3,0.7,6,-46,-2,-0.2,-1.0
Cc1ccc(NC(=O)Cc2nnc(SCC(=O)Nc3nncs3)n2C)cc1,1.1,-2,-10,-0.3,-8,23,3,-0.3,-2.5
CC(C)C[C@H](N)C(=O)N1CCC(C(=O)N[C@H](C(=O)NC(C)c2ccccc2)C(C)C)CC1 (stereo partly specified),1.8,-16,0,-1.8,-6,-8,-5,0.7,-2.6
COc1cccc(OC)c1C(=O)Nc1nc2ccc([N+](=O)[O-])cc2s1,0.5,11,8,-2.8,-3,21,-14,-0.1,-1.4
Fc1ccc(NC(=S)NCc2ccccc2Cl)cc1,6.8,-2,-3,-2.8,-3,5,-9,6.6,-4.8
c1ccc(-c2cc(-c3ccc(N4CCOCC4)cc3)nc3ccccc23)cc1,-1.2,-2,2,-1.8,-1,-1,-5,-0.6,-1.0
COc1cc(/C=C/CN2CCN(CCC(C)C)C(CCO)C2)ccc1O (stereo unspecified),0.3,-15,19,4.1,-5,26,0,0.6,0.9
C#CCn1c(=NC(=O)c2ccc(Br)s2)sc2cccc(OC)c21,0.7,-3,0,-3.8,/,18,-9,1.0,-2.9
Cc1nn(-c2ccc(C(F)(F)F)cn2)c(C)c1Oc1ccccc1O,-2.6,-3,-16,-6.9,-5,11,4,-0.4,-0.8
CCOC(=O)c1sc2nccc(N(C)C)c2c1N=CN(C)C,-1.5,7,-5,-1.6,4,-52,-12,-0.5,-5.4

# Structures above that bear a hit mark in GPR7 antag:
Structure	NS3 helicase inh	VIM-2 inhibitor	GalR3 antag	PHOSPHO1 inh	GPR7 antag	IMP-1 inhibitor
Cc1cc(C)c(S(=O)(=O)N(C)CC(=O)NCc2ccncc2)c(C)c1	-5	1.1	2	-17	27*	-0.4

# Quoted at random: 6 entries already listed, in no set order.
SMILES,OXTR agonist,NS3 helicase inh,DNA FID counter,VIM-2 inhibitor,GalR3 antag,PHOSPHO1 inh,GPR7 antag,V1aR counter,IMP-1 inhibitor
CC1CC(C)(C)NC(=S)S1 (stereo unspecified),0.2,4,0,2.8,-1,47,0,1.1,-1.3
Cc1ccc(S(=O)(=O)N(C)/N=C/c2ccc(N(C)C)cc2)cc1,-0.9,-21,-10,-0.7,-9,18,-7,0.8,-1.0
O=C(O)/C=C\C(=O)NCc1ccccc1,0.7,-4,1,-1.6,-4,-1,-6,0.4,-1.8
C#CCn1c(=NC(=O)c2ccc(Br)s2)sc2cccc(OC)c21,0.7,-3,0,-3.8,/,18,-9,1.0,-2.9
CN1CCN(Cc2c(O)ccc3c2oc(=O)c2ccccc23)CC1,-0.5,-4,12,12*,-1,-10,-8,7.2,-0.8
O=C1C2CC(O)CN2C(=O)N1c1ccccc1 (stereo unspecified),-0.1,3,5,-4.3,9,8,-2,0.7,-2.7

# The listing picks up; the 2 compounds before the break are reprinted first.
SMILES,OXTR agonist,NS3 helicase inh,DNA FID counter,VIM-2 inhibitor,GalR3 antag,PHOSPHO1 inh,GPR7 antag,V1aR counter,IMP-1 inhibitor
Cc1nn(-c2ccc(C(F)(F)F)cn2)c(C)c1Oc1ccccc1O,-2.6,-3,-16,-6.9,-5,11,4,-0.4,-0.8
CCOC(=O)c1sc2nccc(N(C)C)c2c1N=CN(C)C,-1.5,7,-5,-1.6,4,-52,-12,-0.5,-5.4
O=C(CCCn1c(=O)c2sccc2n(Cc2cc(=O)n3ccccc3n2)c1=O)NCc1ccco1,0.5,-7,-5,-0.5,0,10,-2,-0.4,-2.9
COc1ccc(CN2C(=O)CCC2(C)C(=O)NC2CCCCC2)c(OC)c1 (stereo unspecified),1.7,6,-10,-1.4,-4,8,-6,-0.8,0.2
CCOC(=O)/C(=C/c1c[nH]c2ccccc12)NC(C)=O,-0.3,-1,-3,-2.2,-4,36,-10,-0.5,-3.0
CC(O)CNc1nc(NCc2ccccc2)c2cnn(C)c2n1 (stereo unspecified),-0.2,0,-22,-1.6,6,39,0,0.7,0.2
CCCCOc1ccc(OCCNS(=O)(=O)N(C)C)cc1,4.4,-4,-18,-2.5,-3,-3,-11,4.5,-4.2
CCOC(=O)c1sc(=S)n(C)c1NC(=O)c1ccc(F)cc1,1.3,4,0,-1.8,4,4,-1,3.4,-2.7
CC(=O)Nc1ccccc1-c1nc2ccccc2nc1OCC(=O)c1ccc(Br)cc1,-1.7,2,0,-0.1,-8,30,-11,-0.5,-2.0
Cc1ccc(-n2cccc2/C=C2/C(=N)N3C(=NC2=O)SN=C3S(C)(=O)=O)cc1,-0.8,25,-26,-4.6,1,11,2,-0.9,-1.4
CC(=O)Nc1ccc(OCC=C(Cl)Cl)cc1,0.7,4,1,-2.9,-8,-17,-2,0.9,-1.2
Cc1cccc(C)c1N(CC(=O)Nc1cc(Cl)ccc1Oc1ccccc1)S(C)(=O)=O,0.5,-17,-13,-0.1,-2,-18,4,2.1,-0.6
CCC(C)NC(=O)CN1c2cccc3cccc(c23)S1(=O)=O (stereo unspecified),0.6,-7,-5,1.7,-11,35,-8,-0.1,-1.6
N#CCCN(C(=O)COC(=O)COc1ccc(Cl)cc1)c1ccccc1,6.1,-10,-20,-0.6,3,28,-6,5.6,-3.6
CCN(CC)CCNC(=O)Cc1nn(CC)c(=O)c2ccccc12,1.2,1,0,-2.1,-1,-4,-6,0.5,-2.2
CCOC(=O)c1ccc2c(c1)n(CCO)c(C)[n+]2CC,0.9,-7,3,-0.5,-3,90*,-5,0.2,1.1
Cc1cccc(Cl)c1NC(=O)N1CCCN(c2nc3ccc(Cl)cc3s2)CC1,5.2,-7,-35,-3.8,82*,-19,-6,6.0,-2.7
Cc1ccc(S(=O)(=O)N(C)C)cc1NC(=O)CSc1ncn[nH]1,1.7,3,0,-0.9,-1,-29,-17,0.2,-2.7
CC(CO)Nc1nc(SCc2ccccc2)nc2sc3c(c12)CCC3 (stereo unspecified),-0.8,3,-13,-2.4,-5,-23,2,-1.4,-2.9
Cc1ccccc1C(OCC(O)CN1CCC(C(N)=O)CC1)c1ccccc1 (stereo unspecified),0.2,2,6,-2.8,-9,40,-2,0.4,-2.8
CC(C)[C@H](NS(=O)(=O)/C=C/c1ccccc1)C(=O)OCC(=O)NC(N)=O,-0.8,-7,-7,1.5,-4,30,-3,-1.3,-0.2
CN1CCN(/N=C/c2nc(-c3cccc([N+](=O)[O-])c3)n3ccccc23)CC1,-1.2,-5,5,3.6,-4,-21,2,0.4,-0.6
